# Screens from PubChem BioAssay.
# Coupling enz: counter-screen for Giardia aldolase inhibitors: coupling enzyme system. activity change, negative = inhibition, % at 58.2 µM, hits read low. 290,000 compounds, 0.67% hits. AID 2472. coupling enzyme system counterscreen, AmpLite Red fluorescence; in the data active = activity change below about -30%; note: % is set by controls: 0 for no effect and ±100 for the full control effect
#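 Counterscreen lacking aldolase: glyceraldehyde-3-phosphate coupling-enzyme reagent preincubated 10 min at RT with compound (at 57.5 uM final), then substrate/coupling system with AmpLite Red added; fluorescence read at 525/598 nm after 20 min RT.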
# NPC1 prom act: NPC1 promoter activation; Huh7 NPC1 promoter luciferase reporter, 24 h; Potency, µM (top dose mostly 9.22 µM), without a hit: top-dose activation, actives largely listed as activators; 320,000 compounds, 2.4% hits; AID 485313;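 note: potency is the fitted concentration of half-maximal effect; % of control where 0% means no effect; nearly all actives have a fitted effect of over 60% in size; reporter is driven by a mutant NPC1 promoter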
#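 Luminescence from an NPC1 promoter-driven luciferase reporter in stably transfected Huh7 cells was measured after 24 h compound treatment at 37 °C, followed by 10 min ambient incubation with luciferase detection reagent.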
# FLuc modulator: firefly luciferase modulation, counter-screen for miR-21 project; Potency, µM (highest dose often 57.5 µM), for inactives: top-dose activity change, negative = inhibition, hits mostly inhibitors; 360,000 compounds, 6.9% hits; purified FLuc, Km substrates, luminescence inhibition; AID 588342;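 note: potency is the fitted concentration of half-maximal effect; plate controls were vehicle for no effect and reference inhibitor for full effect; nearly all actives have a fitted effect of over 55% in size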
#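 Purified P. pyralis luciferase (10nM final) with 10uM D-luciferin and 10uM ATP (Km levels) in 50mM Tris acetate pH 7.5, 10mM Mg acetate, 0.01% Tween-20, 0.05% BSA; qHTS 6-point titration, ~60 µM downward; luminescence read.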
# Giardia kill: kills Giardia lamblia; Giardia lamblia trophozoite viability; activity change, % at 7.66 µM, hits read low; 340,000 compounds, 0.15% hits; AID 540267; in the data active = activity change below about -80%; inconclusive = between about -30% and that limit;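 note: parasites exposed to compound for two days anaerobically before the ATP read; % is set by controls: 0 for no effect and ±100 for the full control effect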
#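 Killing of trophozoites was scored by loss of ATP luminescence after a 48 hrs anaerobic exposure to compounds at 37 deg C, using 100 cells per well.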
# RORgamma inh: inhibitors of mouse ROR gamma transcriptional activity; 310,000 compounds, 5.4% hits; Drosophila S2 Gal4-RORgamma UAS-luciferase reporter, 20 h; P51450; Potency, µM (highest dose often 53.6 µM), for inactives: at the top dose activity change, negative = inhibition, usual class: inhibitors; note: potency is the fitted concentration of half-maximal effect; % is set by controls: 0 for no effect and ±100 for the full control effect; nearly all actives have a fitted effect of over 60% in size
# Target sequence (P51450 whole entry, looked up, the tested form may be a part): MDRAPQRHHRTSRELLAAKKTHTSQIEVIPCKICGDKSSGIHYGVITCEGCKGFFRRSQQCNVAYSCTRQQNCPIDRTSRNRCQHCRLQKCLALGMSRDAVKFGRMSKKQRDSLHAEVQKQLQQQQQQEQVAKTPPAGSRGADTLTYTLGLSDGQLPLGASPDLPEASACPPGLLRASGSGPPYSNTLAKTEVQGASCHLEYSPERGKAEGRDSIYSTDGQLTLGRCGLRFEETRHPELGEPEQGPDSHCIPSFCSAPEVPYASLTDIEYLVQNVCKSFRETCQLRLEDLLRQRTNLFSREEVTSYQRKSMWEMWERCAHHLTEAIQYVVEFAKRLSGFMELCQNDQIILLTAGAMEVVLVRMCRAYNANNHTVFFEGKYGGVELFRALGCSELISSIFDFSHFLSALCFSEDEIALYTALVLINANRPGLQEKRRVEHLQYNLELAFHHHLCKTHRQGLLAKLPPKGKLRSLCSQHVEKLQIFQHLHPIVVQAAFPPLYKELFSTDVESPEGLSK
#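 Luciferase reporter read in Schneider cells carrying Gal4-RORγ (mouse) and UAS-Photinus luciferase; cells given compound 1 h before 700 uM copper sulfate induction, then incubated 20 h at ambient temperature.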
# Tb PFK inh: T. brucei PFK enzyme inhibition | Potency, µM (top dose mostly 57.5 µM), inactives show at the top dose activity, negative = inhibition, hits mostly inhibitors | T. brucei PFK, ADP-Glo luminescence | 330,000 compounds, 0.17% hits | O15648;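 note: potency is the fitted concentration of half-maximal effect; 0% = uninhibited 1x PFK enzyme wells and -100% = no-enzyme wells; nearly all actives have a fitted effect of over 60% in size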
# Target sequence (O15648 whole entry, looked up): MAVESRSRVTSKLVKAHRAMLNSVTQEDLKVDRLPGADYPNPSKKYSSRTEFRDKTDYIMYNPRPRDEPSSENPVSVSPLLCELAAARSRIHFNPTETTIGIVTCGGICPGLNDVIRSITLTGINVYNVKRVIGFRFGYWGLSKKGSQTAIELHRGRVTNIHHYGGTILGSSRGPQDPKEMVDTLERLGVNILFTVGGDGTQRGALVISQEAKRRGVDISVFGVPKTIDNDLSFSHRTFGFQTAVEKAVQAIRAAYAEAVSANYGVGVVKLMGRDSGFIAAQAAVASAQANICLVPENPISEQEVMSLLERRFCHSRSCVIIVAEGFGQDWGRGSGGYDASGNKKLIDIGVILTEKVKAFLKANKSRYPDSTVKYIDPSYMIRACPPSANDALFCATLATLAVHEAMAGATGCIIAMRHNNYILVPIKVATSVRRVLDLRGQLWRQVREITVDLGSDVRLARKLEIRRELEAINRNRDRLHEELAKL
#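 ADP-Glo luminescence quantified ADP after 45 min at room temperature, with 1.25 nM T. brucei PFK, 0.1 mM ATP and 0.5 mM fructose-6-phosphate in pH 8.0 TEA buffer. qHTS titrations up to 57 µM; curves classified by quality.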
# Rab9 promoter act: Rab9 promoter activation; Huh7 Rab9 promoter-luciferase reporter, luminescence, 24 h; Potency, µM (top dose mostly 9.22 µM), without a hit: at the top dose activation, negative = inhibition, most hits filed as activators; 320,000 compounds, 2.8% hits; note: potency is the fitted concentration of half-maximal effect; % of control where 0% means no effect; nearly all actives have a fitted effect of over 60% in size
#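 Luminescence from Amplite-detected luciferase (10 minutes, ambient) reports Rab9 promoter activation. Before that, stable Rab9-luciferase Huh7 cells (1500/well, reduced-serum OP-MEM I plus 10% FBS) were exposed to compound for 24 hours at 37C.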
# KCNH2 3.1 block: inhibitors of human KCNH2 3.1 potassium channel isoform; U2OS KCNH2 3.1, thallium flux FluxOr; active compounds read low; activity change, % (tested at about 1.8 µM); 340,000 compounds, 0.95% hits; AID 720553;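 active = maximum activity change below -70%; inconclusive = maximum activity change from -70% to -50%; inactive = maximum activity change above -50%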;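 note: thallium influx rate constant from kinetic fluorescence after stimulation buffer; % is set by controls: 0 for no effect and ±100 for the full control effect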
#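 Steps: virus added to U2OS suspension (4 h, RT, dark); medium with 10% FBS added, cells plated, 37 C overnight; FluxOr/Red40 loading buffer 45 min RT; stimulation buffer, 2 min kinetic read; rate constant normalized.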
# uPA surface inh: cell surface uPA generation inhibition. cell surface uPA generation assay, qHTS. Potency, µM (series often up to 38.3 µM), for the others: at the top dose activity change, negative = inhibition, hits mostly inhibitors. 330,000 compounds, 0.31% hits; active = well fitted inhibition curve with a large enough effect; inconclusive = small, poorly fitted or top-dose-only effect; inactive = no such curve, though single readings can be large or run the other way; tested in mouse RAW 264.7 cells; note: potency is the fitted concentration of half-maximal effect; % is set by controls: 0 for no effect and ±100 for the full control effect; nearly all actives have a fitted effect of over 55% in size
# Gal4-VP16 FLuc: inhibits Gal4-VP16 luciferase reporter, ROR gamma counter-screen. Drosophila S2 Gal4-VP16 UAS-luciferase, luminescence, 20 h. Potency, µM (top dose mostly 53.6 µM), without a hit: at the top dose activity, negative = inhibition, most hits filed as inhibitors. 310,000 compounds, 3.5% hits;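 note: Gal4-VP16 expression switched on by copper sulfate through the metallothionein promoter; potency is the fitted concentration of half-maximal effect; % is set by controls: 0 for no effect and ±100 for the full control effect; nearly all actives have a fitted effect of over 50% in size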
# ELG1 genotoxic: induces genotoxicity in HEK293T cells with luciferase-tagged ELG1; HEK293T ELG1-luciferase reporter, luminescence, 16 h; Potency, µM (series often up to 46 µM), without a hit: top-dose activity change, positive = activation, actives largely listed as activators; 330,000 compounds, 1.3% hits; AID 504466; note: potency is the fitted concentration of half-maximal effect; % of control where 0% means no effect; nearly all actives have a fitted effect of over 60% in size
#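 Step 1: seed 2,000 HEK293T ELG1-luciferase cells per well. Step 2: add compound or DMSO, incubate 16 hr at 37 °C. Step 3: ONE-Glo, 30 min at room temperature, read luminescence.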
# Active calls of the source: *; ? = inconclusive; . = not tested or not shown; & = joins results of further samples; [ ] = another dose, or the depositor's remark. Unless noted, calls come from the whole dose curve; as a rule, active = well fitted curve in the direction sought with a large enough effect; inconclusive = small, poorly fitted or top-dose-only effect, or another doubt; inactive = no such curve, though single readings can be large; an effect the other way counts as inactive or inconclusive.
SMILES,Coupling enz,NPC1 prom act,FLuc modulator,Giardia kill,RORgamma inh,Tb PFK inh,Rab9 promoter act,KCNH2 3.1 block,uPA surface inh,Gal4-VP16 FLuc,ELG1 genotoxic
O=S(=O)(Nc1ccc2c(c1)OCO2)c1ccccc1,-6,-2%,4%,-12,-3%,-2%,1%,-25,-2%,16%,3%
C/C(=N\Nc1nccnc1Cl)c1ccc(O)c(C)c1,5,?,11µM*,-25,?,-3%,?,6,-8%,-17%,?
Cc1cc(NC(=O)C(C)SCC(=O)NCc2ccc(F)cc2)no1 (stereo not given),.,-1%,.,-24,.,-6%,-8%,7,3%,.,13%
COc1ccc2oc(=O)c(C(=O)Nc3ccccc3O)cc2c1,-3,1µM*,0.6µM*,13,8.9µM*,-2%,0.4µM*,7,-27%,?,0.65µM*
O=S1(=O)C=C(SCCN2CCCC2)c2ccccc21,7,4%,-2%,1,19%,1%,-7%,9,-2%,-1%,2%
N#Cc1ccc(/C=C2\CCCCn3c2nc2cc(C(=O)O)ccc2c3=O)cc1,2,-5%,0%,-17,-14%,1%,-1%,2,6%,6%,7%
COc1cnc(-c2ccccn2)nc1Sc1ccccc1Cl,-2,-2%,4%,0,2.5µM*,6%,0%,1,-2%,10µM*,-7%
CCN1CCN(Cc2ccc(NC(=O)c3ccc(C)c(/C=C/c4cnc(Nc5cc(N6CCNCC6)nc(C)n5)cn4)c3)cc2C(F)(F)F)CC1,-4,-4%,-16%,3,?,2%,-1%,-21&-14,?,?,0%
CCc1c(C)[nH]n(-c2nc(-c3cccc([N+](=O)[O-])c3)cs2)c1=O,-2,1%,?,21,10µM*,-1%,1%,16,10%,?,-4%
C/C(=N\N1CCN(Cc2ccccc2Cl)CC1)c1ccc(F)cc1,3,3%,-10%,12,2%,1%,-6%,-9,2%,8%,-3%
Cc1c(S(=O)(=O)N2CCN(c3ccc(F)cc3)CC2)c(=O)n(C)c(=O)n1C,.,1%,4%,13,0%,0%,17%,7,7%,6%,1%
O=C(NCC(=O)N(c1ccccc1)C(C(=O)NCC1CCCO1)c1ccccc1)c1cccs1 (stereo not given),0,-2%,2%,4,-5%,-3%,-1%,-5,-1%,-6%,-9%
CCN(CC)CCN1C(=O)C(=O)/C(=C(/O)c2cnn(-c3ccccc3)c2C)C1c1ccc(C)o1 (stereo not given),4,30%,?,30[activator],1%,-1%,?,7,.,-12%,?
Cc1nnc(NC(=O)c2ccc(S(=O)(=O)N3CC(C)OC(C)C3)cc2)o1 (stereo not given),1,-2%,3%,-1,4.5µM*,-4%,6%,-16,-3%,4µM*,-5%
CC(C)NC(=O)c1onc(CSc2cccc(F)c2)c1C(=O)O,-2,1%,?,-1,-1%,-5%,0%,11,-4%,3%,-4%
CCCN1C2CCCC1CC(NC(=O)c1cc(OC)cc(OC)c1)C2 (stereo not given),0,-1%,-2%,11,1%,1%,-2%,2,7%,-7%,1%
C=CCNC(=O)CN(c1ccc(F)c(Cl)c1)S(C)(=O)=O,7,-1%,4%,1,6%,-4%,2%,5,-7%,-4%,0%
O=C(NC(NC(=O)c1ccccc1)c1ccccc1)c1ccccc1,3,0%,4%,-4,21%,-14%,0%,12,5%,5%,9%
Cn1c(SCC(=O)N2c3ccccc3CCc3ccccc32)nnc1-c1cc2ccccc2cc1O,4,-1%,2%,-3,31%,3%,-9%,-1,2%,-11%,-6%
CN(C)S(=O)(=O)c1ccc(NC(=O)CN2CCCC2c2ccc3c(c2)OCCCO3)cc1 (stereo not given),.,-1%,.,2,.,0%,0%,8,-6%,.,-4%
COc1cc(CN2CCCC(C(=O)Nc3ccccc3Oc3cccnc3)C2)ccc1F (stereo not given),4,-1%,-1%,-6,33%,2%,2%,1,-9%,0%,1%
Cc1nc(SCC(=O)NCC2CCCO2)c2cc(-c3ccccc3)sc2n1 (stereo not given),.,-2%,.,3,.,-5%,28%,-5,8.9µM*,.,0%
Cc1ccccc1-n1c(C)nnc1SC(C)C(=O)NCC1CCCO1 (stereo not given),.,0%,4%,-13,.,-6%,4%,1,-4%,.,0%
O=C(/C=C\Nc1ccccc1Br)c1ccc2c(c1)OCO2,-4,?,0.085µM*,?,5µM*,-5%,0.45µM*,-11,-21%,?,?
Cc1cccc(CN2CCC(C(=O)Nc3cccc(-c4cscn4)c3)CC2)n1,.,-1%,-2%,-17,-9%,2%,2%,9,-10%,-16%,-8%

# Compound profiles, as listed above:
# Cc1cccc(CN2CCC(C(=O)Nc3cccc(-c4cscn4)c3)CC2)n1 in the list: Coupling enz: .; NPC1 prom act: -1%; FLuc modulator: -2%; Giardia kill: -17; RORgamma inh: -9%; Tb PFK inh: 2%; Rab9 promoter act: 2%; KCNH2 3.1 block: 9; uPA surface inh: -10%; Gal4-VP16 FLuc: -16%; ELG1 genotoxic: -8%
# O=C(NC(NC(=O)c1ccccc1)c1ccccc1)c1ccccc1 in the list: Coupling enz: 3; NPC1 prom act: 0%; FLuc modulator: 4%; Giardia kill: -4; RORgamma inh: 21%; Tb PFK inh: -14%; Rab9 promoter act: 0%; KCNH2 3.1 block: 12; uPA surface inh: 5%; Gal4-VP16 FLuc: 5%; ELG1 genotoxic: 9%
# CCCN1C2CCCC1CC(NC(=O)c1cc(OC)cc(OC)c1)C2 (stereo not given) in the list: Coupling enz: 0; NPC1 prom act: -1%; FLuc modulator: -2%; Giardia kill: 11; RORgamma inh: 1%; Tb PFK inh: 1%; Rab9 promoter act: -2%; KCNH2 3.1 block: 2; uPA surface inh: 7%; Gal4-VP16 FLuc: -7%; ELG1 genotoxic: 1%

# Next records follow.
SMILES,Coupling enz,NPC1 prom act,FLuc modulator,Giardia kill,RORgamma inh,Tb PFK inh,Rab9 promoter act,KCNH2 3.1 block,uPA surface inh,Gal4-VP16 FLuc,ELG1 genotoxic
CCOc1ccccc1-c1cc(C(=O)N/N=C/c2ccc(O)c(OC)c2)c2ccccc2n1,1,0%,-5%,-15,-16%,0%,3%,-13,-9%,-3%,-14%
COc1cc(/C=C2\SC(=S)N(CCC(=O)Nc3ccc(O)cc3)C2=O)cc(OC)c1OC,0,-8%,4%,16,?,-1%,-8%,14,-3%,8%,0%
Cc1cc(C)c(NC(=O)c2ccccc2C(=O)c2ccccc2)c(C)c1,-1,-3%,2%,-11,-2%,2%,-5%,-16,-3%,1%,-2%
O=c1c2cc([N+](=O)[O-])ccc2nc(CN2CCN(c3ccccn3)CC2)n1-c1ccccc1F,-1,2%,-9%,-9,10%,-2%,10%,-12,-3%,7%,-6%
NS(=O)(=O)c1ccc(NC(=S)NC(=O)c2ccc3c(c2)OCO3)cc1,4,14%,-2%,7,?,-2%,?,-1,3%,?,6%
COc1ccc(-c2c(C)nn(Cc3ccccc3)c2N)cc1,1,2%,-1%,15,-29%,-3%,5%,-8,-6%,2%,0%
Cc1cccc(NC(=O)N2CCC(n3nnc4cc(C)ccc43)CC2)c1,-2,-7%,-19%,3,28%,-8%,-9%,1,4%,4%,-3%
CCOc1cc2[nH]c(=O)n(Cc3ccc(C(=O)NCCCN4CCCC4=O)cc3)c(=O)c2cc1OCC,3,1%,0%,4,-6%,-7%,1%,-15,-4%,3%,1%
COc1ccccc1C(=O)NCC(c1cccnc1)N(C)C (stereo not given),1,0%,1%,11,-5%,2%,-8%,-4,7%,0%,0%
O=C(C1CC1)N1CCN=C1SCc1ccccc1Cl,-1,2%,5%,26,5%,4%,-11%,-1,-29%,16%,9%
C[C@H](CO)N1C[C@H](C)[C@@H](CN(C)C(=O)NC2CCCCC2)Oc2ccc(NC(=O)Nc3ccccc3)cc2C1=O,.,.,.,7,.,4%,.,18,-4%,.,3%
COc1ccc(OC)c(C(O)c2coc3ccc(O)c(CN(C)C)c23)c1 (stereo not given),0,-3%,?,11,-18%,6%,-3%,3,2%,9%,-1%
CCN(CC)S(=O)(=O)c1ccc(N2CCN(C)CC2)c(NC(=O)CSCC(=O)Nc2cccc(C)c2)c1,.,-9%,3%,-3,.,-1%,-3%,-15,-6%,.,-1%
CC(=O)N1CCN(CC(=O)Nc2cc(S(=O)(=O)N3CCOCC3)ccc2C)CC1,1,-3%,-2%,6,-27%,4%,2%,-5,-4%,-10%,-3%
COc1cccc(CC(=O)N[C@@H](CCSC)c2nc3ccccc3[nH]2)c1,1,0%,4%,-14,18%,-4%,-4%,-5,5%,-14%,-3%
